Screens: PubChem, several laboratories
rCAG RNA binder – r(CAG) repeat RNA binding | 1.3% of 370,000 active | TO-PRO-1 dye displacement fluorescence | inhibition, % at 3 µM | AID 651821;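 active means inhibition above the plate cutoff, the mean of all test compounds on that plate plus 3 SD, cut at about 35% in these data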;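 further: 0% = DMSO alone and 100% = 100 µM mitoxantrone as full dye displacement; higher means more dye released from RNA so lower well fluorescence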
HTRA1 inh – inhibitors of human serine peptidase HTRA1; 0.5% of 340,000 active; recombinant HTRA1, FP-rhodamine activity-based probe, fluorescence polarization; AID 504803; inhibition, % at 5.96 µM; in the data active means inhibition above about 36%;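 further: 0% = enzyme with DMSO and 100% = wells lacking enzyme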
MBD2 inh – MBD2-methylated oligo binding inhibition; 0.31% of 370,000 active; Q9UBB5; AID 686964; inhibition, % at 4.4 µM; TR-FRET, MBD2 binding to methylated oligonucleotide; in the data active means inhibition above about 13%
mABHD4 FP – inhibitors of mouse ABHD4; purified mABHD4, FP-Rh probe fluorescence polarization; inhibition, % at 8.92 µM; 0.54% of 370,000 active;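 active means inhibition exceeding the mean over every tested compound plus 3 SD, cut at about 30% in these data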;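 further: 0% = plate median of compound wells and 100% = S159A mutant with DMSO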
Target sequence (Q8VD66 whole entry, looked up): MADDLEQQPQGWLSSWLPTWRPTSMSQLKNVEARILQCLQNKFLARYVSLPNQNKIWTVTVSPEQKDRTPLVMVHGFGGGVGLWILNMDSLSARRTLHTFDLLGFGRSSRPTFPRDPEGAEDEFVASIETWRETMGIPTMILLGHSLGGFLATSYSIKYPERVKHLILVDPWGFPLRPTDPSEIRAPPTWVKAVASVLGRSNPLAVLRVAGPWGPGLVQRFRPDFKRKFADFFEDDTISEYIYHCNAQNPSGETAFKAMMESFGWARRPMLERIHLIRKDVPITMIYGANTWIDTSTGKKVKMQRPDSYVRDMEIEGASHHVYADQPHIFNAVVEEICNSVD
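Test system: mABHD4 protein | Buffer or medium: HEPES pH 7.0 buffer, 150 mM NaCl, 0.01% Pluronic F-127 | Probe or stimulus: FP-Rh fluorescent activity-based probe, added after compound pre-incubation | Timing: Pre-incubation 45 min, probe exposure 60 min, at 25 °C | Technique: Fluorescence polarization, excitation 525 nm, emission 598 nm, BODIPY TMR filters | Repeats: Single well per compound (singlicate)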
NPR2 activator – GC-B (human) receptor activation. P20594. HEK293-GC-B cells, CNP EC30, cGMP TR-FRET; 0% at EC30 CNP, 100% saturating CNP. activation, % at 10 µM. 0.11% of 370,000 active. AID 1920062;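 active means activation at 10 µM reaching about 35% in either raw or pattern-adjusted values, limit read from the data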
GC-A act – GC-A (human) enzyme activation; P16066; HEK293 GC-A cells, cGMP TR-FRET, EC30 ANP; 0% at EC30 ANP, 100% saturating ANP; activation, % at 10 µM; 0.14% of 370,000 active; in the data active means activation above about 40%
UHRF1 binding – blocks human UHRF1 binding to methylated DNA; Q96T88; UHRF1 binding to methylated oligo, TR-FRET; inhibition, % at 4.4 µM; 0.75% of 370,000 active; in the data active means inhibition above about 21%;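 further: UHRF1 SRA domain binding a hemimethylated CpG hairpin DNA probe; 0% = median of test compound wells and 100% = reference inhibitor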
PRMT1 inh – PRMT1 (human) inhibition, primary screen; Q99873; recombinant PRMT1, activity-based probe fluorescence polarization; inhibition, % at 2.79 µM; 1.3% of 370,000 active; AID 652257;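 active means inhibition above about 21% made by adding two undisclosed values, limit read from the data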
SIAE inh – blocks human sialic acid acetylesterase | SIAE FP-Rh probe binding, fluorescence polarization | inhibition, % at 9.66 µM | 0.69% of 370,000 active | AID 1053197;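 active means inhibition above a cutoff: mean of compounds within the control limits plus 3 SD of those, cut at about 17% in these data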;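 further: 0% = plate median of compound wells and 100% = probe without SIAE protein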
Target sequence (Q9HAT2 whole entry, looked up): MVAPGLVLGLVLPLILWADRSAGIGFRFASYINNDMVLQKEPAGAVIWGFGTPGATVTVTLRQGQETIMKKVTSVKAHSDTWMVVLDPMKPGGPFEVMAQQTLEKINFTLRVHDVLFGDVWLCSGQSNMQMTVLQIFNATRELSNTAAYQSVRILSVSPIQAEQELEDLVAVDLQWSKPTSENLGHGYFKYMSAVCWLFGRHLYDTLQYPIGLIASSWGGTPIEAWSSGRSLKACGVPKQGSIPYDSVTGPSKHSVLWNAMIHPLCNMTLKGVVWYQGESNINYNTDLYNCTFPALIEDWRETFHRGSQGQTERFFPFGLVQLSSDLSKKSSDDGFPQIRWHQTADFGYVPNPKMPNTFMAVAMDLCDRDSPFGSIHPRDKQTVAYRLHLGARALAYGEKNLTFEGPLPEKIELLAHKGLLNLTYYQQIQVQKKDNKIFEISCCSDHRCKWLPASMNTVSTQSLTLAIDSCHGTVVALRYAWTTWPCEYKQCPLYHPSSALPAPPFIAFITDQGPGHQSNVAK
TCR CD3 inh – human TCR-CD3 binding inhibition. TAMRA-labeled TCR probe fluorescence, biochemical. inhibition, % at 9.4 µM. 0.37% of 360,000 active; in the data active means inhibition above about 19%;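 further: recombinant mutant TCR 2C K166C tagged with TAMRA read by polarization; 0% = receptor in buffer alone and 100% = receptor with positive control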
Active calls of the source: *. These rows are one share of the data; the hit share may differ from the screen's.

For O=c1cc(Cc2nnc(SCc3ccccc3)n2-c2ccc(Cl)cc2)[nH]c(=O)[nH]1 the results were rCAG RNA binder 5, HTRA1 inh -5, MBD2 inh -1, mABHD4 FP 14, NPR2 activator -4, GC-A act 0, UHRF1 binding 5, PRMT1 inh -1, SIAE inh 1 and TCR CD3 inh -1.
For CC(NC(=O)COC(=O)/C=C/c1ccc(Cl)cc1)c1ccccc1 (stereo unspecified) the results were rCAG RNA binder -4, HTRA1 inh -10, MBD2 inh 2, mABHD4 FP 3, NPR2 activator 5, GC-A act -2, UHRF1 binding -1, PRMT1 inh -2, SIAE inh -3 and TCR CD3 inh 5.
`O=C(NCCc1c[nH]c2ccccc12)Nc1cccc2ccccc12` gave rCAG RNA binder 1, HTRA1 inh -8, MBD2 inh -6, mABHD4 FP -5, NPR2 activator -6, GC-A act 1, UHRF1 binding 1, PRMT1 inh 2, SIAE inh 5 and TCR CD3 inh -2.
For Cc1cccc(S(=O)(=O)Nc2nc3ccccc3nc2NCC2CCCO2)c1 (stereo unspecified) the results were rCAG RNA binder 21, HTRA1 inh 3, MBD2 inh 3, mABHD4 FP 7, NPR2 activator 5, GC-A act 2, UHRF1 binding 3, PRMT1 inh -2, SIAE inh 1 and TCR CD3 inh -2.
Screening CCOC(=O)C1(Cc2ccc(OC)cc2)CCN(C(=O)c2ccoc2C)CC1 returned rCAG RNA binder -7, HTRA1 inh 3, MBD2 inh 1, mABHD4 FP 0, NPR2 activator 4, GC-A act -1, UHRF1 binding 1, PRMT1 inh 1, SIAE inh -2 and TCR CD3 inh -4.
For CCCCc1c(C(=O)O)cc(OC)cc1C(=O)O the results were rCAG RNA binder 1, HTRA1 inh -1, MBD2 inh 5, mABHD4 FP -2, NPR2 activator 1, GC-A act -1, UHRF1 binding -1, PRMT1 inh -2, SIAE inh 0 and TCR CD3 inh 2.
O=C(C1COc2ccccc2O1)N1CCN(Cc2ccc3c(c2)OCO3)CC1 (stereo unspecified) was read as rCAG RNA binder -6, HTRA1 inh -5, MBD2 inh -6, mABHD4 FP 18, NPR2 activator 5, GC-A act 3, UHRF1 binding -1, PRMT1 inh -1, SIAE inh 1 and TCR CD3 inh 12.
For CC1(C(=O)NS(=O)(=O)c2ccc(Cl)s2)CCN1C(=O)C1CCCCC1 (stereo unspecified) the results were rCAG RNA binder 6, MBD2 inh 5, mABHD4 FP 1, NPR2 activator -2, GC-A act -1, UHRF1 binding 1, PRMT1 inh -8, SIAE inh -2 and TCR CD3 inh 4.
For CC(OC(=O)CCC1CCCC1)C(=O)Nc1ccccc1[N+](=O)[O-] (stereo unspecified) the results were rCAG RNA binder -6, HTRA1 inh -11, MBD2 inh 1, mABHD4 FP 5, NPR2 activator 0, GC-A act 3, UHRF1 binding 1, PRMT1 inh 4, SIAE inh -3 and TCR CD3 inh -3.
For CCC1CN(C(=O)N2CCC(C(=O)NCc3ccco3)CC2)c2cc(C)ccc2O1 (stereo unspecified) the results were rCAG RNA binder -6, HTRA1 inh -1, MBD2 inh 2, mABHD4 FP 2, NPR2 activator 2, GC-A act -1, UHRF1 binding 0, PRMT1 inh 0, SIAE inh 2 and TCR CD3 inh -2.
For Cc1ccc(C2(c3ccccc3)NC(=O)N(CC(=O)NC3CCS(=O)(=O)C3)C2=O)cc1C (stereo unspecified) the results were rCAG RNA binder -2, HTRA1 inh 10, MBD2 inh -4, mABHD4 FP 0, NPR2 activator 4, GC-A act -4, UHRF1 binding 1, PRMT1 inh -3, SIAE inh 1 and TCR CD3 inh 5.
`CCN(CCC(=O)Nc1ccc(Br)c(C)c1)Cc1ccccc1` gave rCAG RNA binder -9, HTRA1 inh -14, MBD2 inh -1, mABHD4 FP 4, NPR2 activator -8, GC-A act -8, UHRF1 binding -1, PRMT1 inh -2, SIAE inh -4 and TCR CD3 inh 8.

Quoted from the entries so far (two entries):
For O=c1cc(Cc2nnc(SCc3ccccc3)n2-c2ccc(Cl)cc2)[nH]c(=O)[nH]1 the results were rCAG RNA binder 5, HTRA1 inh -5, MBD2 inh -1, mABHD4 FP 14, NPR2 activator -4, GC-A act 0, UHRF1 binding 5, PRMT1 inh -1, SIAE inh 1 and TCR CD3 inh -1.
For CC(NC(=O)COC(=O)/C=C/c1ccc(Cl)cc1)c1ccccc1 (stereo unspecified) the results were rCAG RNA binder -4, HTRA1 inh -10, MBD2 inh 2, mABHD4 FP 3, NPR2 activator 5, GC-A act -2, UHRF1 binding -1, PRMT1 inh -2, SIAE inh -3 and TCR CD3 inh 5.

Later entries.
Screening COC(=O)C1CN(C2CCCC2)CCS(=O)(=O)N1Cc1ccc(C(F)(F)F)cc1 (stereo unspecified) returned rCAG RNA binder -2, MBD2 inh -5, mABHD4 FP -3, NPR2 activator -1, GC-A act -3, UHRF1 binding -1, PRMT1 inh -2 and SIAE inh 3.
Screening COc1ccc(-c2cc(C(=O)N(C)Cc3ccccc3F)c3ccccc3n2)cc1OC returned rCAG RNA binder -3, HTRA1 inh -43, MBD2 inh 1, mABHD4 FP -4, NPR2 activator 3, GC-A act 4, UHRF1 binding -3, PRMT1 inh -2, SIAE inh -4 and TCR CD3 inh 4.
CC(=O)N1CCc2cc(S(=O)(=O)NC(C(=O)N3CCN(c4ccccc4F)CC3)C(C)C)ccc21 (stereo unspecified) was read as rCAG RNA binder 2, HTRA1 inh 1, MBD2 inh -4, mABHD4 FP -2, NPR2 activator -3, GC-A act 1, UHRF1 binding 1, PRMT1 inh -1, SIAE inh -5 and TCR CD3 inh 2.
`Cc1ccc(NS(=O)(=O)c2cccc3nsnc23)cc1` gave rCAG RNA binder 4, HTRA1 inh 1, MBD2 inh 2, mABHD4 FP 3, NPR2 activator -3, GC-A act 0, UHRF1 binding 0, PRMT1 inh -1, SIAE inh -8 and TCR CD3 inh 6.
Screening Cc1cccc(C)c1NC(=O)CC(C)c1ccccc1 (stereo unspecified) returned rCAG RNA binder 0, HTRA1 inh 5, MBD2 inh -2, mABHD4 FP 0, NPR2 activator -3, GC-A act -2, UHRF1 binding 4, PRMT1 inh -1, SIAE inh 1 and TCR CD3 inh -7.
CCN(CC)S(=O)(=O)c1ccc2[nH]cc(C(=O)NCCCN3CCCCC3)c(=O)c2c1 was read as rCAG RNA binder 5, HTRA1 inh 0, MBD2 inh 0, mABHD4 FP -8, NPR2 activator -3, GC-A act -1, UHRF1 binding 5, PRMT1 inh -4, SIAE inh -3 and TCR CD3 inh -2.
For CCS(=O)(=O)Nc1cccc(C2=NN(C(C)=O)C(c3cccs3)C2)c1 (stereo unspecified) the results were rCAG RNA binder -2, HTRA1 inh 0, MBD2 inh 1, mABHD4 FP 4, NPR2 activator 1, GC-A act -3, UHRF1 binding 0, PRMT1 inh 1, SIAE inh -1 and TCR CD3 inh 3.
`COc1cccc(/C(C)=N/NC(=O)c2cc(-c3cccnc3)nc3ccccc23)c1` gave rCAG RNA binder 6, HTRA1 inh -20, MBD2 inh -3, mABHD4 FP -11, NPR2 activator -4, GC-A act -4, UHRF1 binding -2, PRMT1 inh 0, SIAE inh -1 and TCR CD3 inh 6.
For COc1ccc(C(=O)NCC(=O)OCC(=O)Nc2c(C)n(C)n(-c3ccccc3)c2=O)cc1 the results were rCAG RNA binder 2, HTRA1 inh 3, MBD2 inh 2, mABHD4 FP -2, NPR2 activator 0, GC-A act 1, UHRF1 binding 0, PRMT1 inh -4, SIAE inh 0 and TCR CD3 inh 11.
`COCCCN1CCN(C2Cc3ccccc3Sc3ccc(Cl)cc32)CC1` (stereo unspecified) gave rCAG RNA binder -7, HTRA1 inh -18, MBD2 inh 3, mABHD4 FP 13, NPR2 activator -10, GC-A act 1, UHRF1 binding 2, PRMT1 inh 5, SIAE inh 5 and TCR CD3 inh -2.
Screening CCOC(=O)C1CCN(S(=O)(=O)c2ccc(Cl)nc2)CC1 returned rCAG RNA binder -7, HTRA1 inh 5, MBD2 inh 5, mABHD4 FP 2, NPR2 activator 1, GC-A act 2, UHRF1 binding 2, PRMT1 inh 2, SIAE inh -3 and TCR CD3 inh -3.
Screening C#CCOc1ccc(C2C3=C(CC(C)(C)CC3=O)N(CC(=O)O)C3=C2C(=O)CC(C)(C)C3)cc1OC returned rCAG RNA binder 5, HTRA1 inh 0, MBD2 inh -1, mABHD4 FP 2, NPR2 activator -1, GC-A act -4, UHRF1 binding -3, PRMT1 inh -3, SIAE inh 12 and TCR CD3 inh 6.
For CCC(=O)OCC(=O)[C@@]1(OC(=O)CC)[C@@H](C)C[C@H]2[C@@H]3CCC4=CC(=O)C=C[C@]4(C)[C@@]3(Cl)[C@@H](O)C[C@@]21C the results were rCAG RNA binder 5, HTRA1 inh -29, MBD2 inh 1, mABHD4 FP -4, NPR2 activator 0, GC-A act -7, UHRF1 binding -4, PRMT1 inh -8, SIAE inh -13 and TCR CD3 inh -2.
CCOC(=O)c1sc(NC(=O)CN2CCCC2)c(C(=O)OCC)c1C was read as rCAG RNA binder -1, HTRA1 inh -11, MBD2 inh 1, mABHD4 FP 9, NPR2 activator -10, GC-A act 3, UHRF1 binding 0, PRMT1 inh -1, SIAE inh -2 and TCR CD3 inh 6.
`COc1ccc(C)cc1S(=O)(=O)Nc1cccc(C)c1` gave rCAG RNA binder -2, HTRA1 inh 3, MBD2 inh -1, mABHD4 FP -4, NPR2 activator 1, GC-A act -2, UHRF1 binding -1, PRMT1 inh -1, SIAE inh 2 and TCR CD3 inh 13.
NS(=O)(=O)c1ccc(CCNC(=O)c2ccc(Cl)nc2)cc1 was read as rCAG RNA binder 2, HTRA1 inh 1, MBD2 inh 1, mABHD4 FP -2, NPR2 activator 2, GC-A act 0, UHRF1 binding 1, PRMT1 inh -4, SIAE inh 3 and TCR CD3 inh -4.
Screening CCc1cc(C(=O)NNC(=S)Nc2ccccc2C)cs1 returned rCAG RNA binder 2, HTRA1 inh 1, MBD2 inh 2, mABHD4 FP 3, NPR2 activator 1, GC-A act 2, UHRF1 binding -1, PRMT1 inh 0, SIAE inh 7 and TCR CD3 inh 5.
Screening Cc1ccc(C(=O)NNC(=O)c2ccccc2)cc1S(=O)(=O)N1CCCCC1 returned rCAG RNA binder 3, HTRA1 inh -2, MBD2 inh 3, mABHD4 FP 2, NPR2 activator 7, GC-A act 1, UHRF1 binding 0, PRMT1 inh 0, SIAE inh 6 and TCR CD3 inh -3.
For Cc1ccc(S(=O)(=O)N(c2ccccc2)C2CCS(=O)(=O)C2)cc1 (stereo unspecified) the results were rCAG RNA binder 1, HTRA1 inh 2, MBD2 inh 2, mABHD4 FP 0, NPR2 activator -2, GC-A act -2, UHRF1 binding -1, PRMT1 inh 0, SIAE inh 1 and TCR CD3 inh 3.
COc1ccccc1NC(=S)NC(NC(=O)C(C)C)C(Cl)(Cl)Cl (stereo unspecified) was read as rCAG RNA binder -3, HTRA1 inh 3, MBD2 inh 5, mABHD4 FP 0, NPR2 activator 1, GC-A act -3, UHRF1 binding 2, PRMT1 inh 1, SIAE inh 4 and TCR CD3 inh 0.
O=C(NCCC1=CCCCC1)C1CCN(S(=O)(=O)c2cccc3nsnc23)CC1 was read as rCAG RNA binder 0, HTRA1 inh 2, MBD2 inh 1, mABHD4 FP -2, NPR2 activator 0, GC-A act -2, UHRF1 binding 0, PRMT1 inh 4, SIAE inh -3 and TCR CD3 inh -3.
